From PubChem
KOR beta-arrestin-1 = KOR agonists, beta-arrestin recruitment, primary screen, cell-based, luminescence, uHTS (AID 1777); KOR beta-arrestin recruitment, luminescence; higher % means a stronger effect; activation, % at 10 µM; hits with a dose series show EC50 in µM; 280,000 compounds, 0.02% hits; in the data active = activation above about 50%, passing the limit was not always enough; also: a part of the inactive calls stands beside numbers as strong as those of hits
West Nile antiviral = West Nile virus antiviral activity, cell-based, CPE readout (AID 1621); 290,000 compounds, 0.02% hits; CPE inhibition, % at 10 µM, or IC50 in µM where a hit was titrated; West Nile virus-infected cells, CPE inhibition; higher % means a stronger effect; in the data active = a potency from the dose series; inconclusive = CPE inhibition mostly from about 3.7% at the one dose, without a potency; inactive = the rest, 99 in 100 with CPE inhibition below about 2.2%; also: strong numbers were not always called active
Dengue-2 NS5 capping = Dengue-2 NS5 methyltransferase inhibitors, primary screen, biochemical, confirmation dose response (AID 588689); Dengue-2 NS5 methyltransferase capping enzyme assay, biochemical; higher % means a stronger effect; inhibition, % at 25 µM, or IC50 in µM where a hit was titrated; 340,000 compounds, 0.3% hits; in the data active = a potency from the dose series; inconclusive = inhibition above about 29% without an active follow-up result
NOD2 inhibition = inhibition of NOD2-driven NF-kB reporter – cell-based, luminescence, uHTS, HEK293 (AID 1566) | HEK293 NOD2/NF-kB luciferase reporter, luminescence; higher % means a stronger effect | one-dose inhibition, % at 4 µM; EC50 in µM for titrated hits | 290,000 compounds, 0.63% hits; also: many of its hits are not listed in these tables
AID2073 = disruptors of CaV2.2 binding to Mint1 – biochemical, HTRF (AID 2073); HTRF protein-protein interaction, Mint1-CaV2.2; higher % means a stronger effect; one-dose inhibition, % at 20 µM; IC50 in µM for titrated hits; 290,000 compounds, 0.19% hits; in the data active = inhibition mostly above about 51%, no sharp cut-off; inconclusive = no clear call, values can overlap the other calls; inactive = mostly below about 53%; also: some results filed as inactive read as strong as hits
HIV peptide binding = cell-free HIV fusion peptide-binding blockers – biochemical, uHTS, fluorescence dequenching, primary screen (AID 1986). cell-free peptide binding, fluorescence dequenching, 30 min; higher % means a stronger effect. inhibition, % at 20 µM; hits with a dose series show IC50 in µM. 290,000 compounds, 0.3% hits; in the data active = inhibition mostly above about 52%, no sharp cut-off; inactive = mostly below about 76%; also: some results filed as inactive read as strong as hits
Yfh1-off respiration = enhancers of respiration in Yfh1-depleted yeast, dose response, Friedreich's ataxia, plus single-dose screen (AID 1465) | S. cerevisiae Yfh1-off respiration, WST-1 reduction, 72 h; higher fold induction means a stronger effect | fold induction at 50 µM; hits with a dose series show EC50 in µM | 220,000 compounds, 0.074% hits;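 active = fold induction of absorbance versus untreated yeast above a set limit, then at least 30% activation at any dose in follow-up; inconclusive = repeats straddling the limit, or above it without dose testing; inactive = fold induction below the set limit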;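 also: activators that raise dye reduction in frataxin-depleted yeast; strong numbers were not always called active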
KOR beta-arrestin-2 = KOR antagonists, beta-arrestin recruitment, cell-based, luminescence, uHTS (AID 1778); inhibition, % at 10 µM; hits with a dose series show IC50 in µM; KOR beta-arrestin recruitment, luminescence, antagonist mode; higher % means a stronger effect; 290,000 compounds, 0.091% hits; also: strong numbers were not always called active
NOD1 inhibition = inhibition of NOD1-driven NF-kB reporter – cell-based, luminescence, uHTS, primary screen (AID 1578) | NOD1-driven NF-kB luciferase reporter cells, luminescence; higher % means a stronger effect | inhibition, % at 4 µM; hits with a dose series show EC50 in µM | 290,000 compounds, 1% hits; in the data active = inhibition mostly above about 36%, no sharp cut-off; inactive = mostly below about 34%;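 also: HEK-293T reporter cells stimulated with the NOD1 agonist gamma-tri-DAP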
Dengue-2 NS5 capping pilot replicate = further read-out of Dengue-2 NS5 capping, marked with its call; inhibition, %; measured here: pilot screen replicate inhibition
Starred values were filed as active, the others as inactive; i = inactive; ? = inconclusive; · = not tested or not shown; [ ] = another dose, or the depositor's remark. Rule as the data show it, unless noted: active = inhibition above about 50%; inactive = the rest. A portion of the library. The share of hits here may be higher or lower than overall.

SMILES	KOR beta-arrestin-1	West Nile antiviral	Dengue-2 NS5 capping	NOD2 inhibition	AID2073	HIV peptide binding	Yfh1-off respiration	KOR beta-arrestin-2	NOD1 inhibition	others
CN1C(=O)C(Cc2ccc(OCc3ccccc3)cc2)C(=O)N(C)C1=O	-2.4%	1.3%	-14.7%	-16.8%	4.1%	0.9%	·	-11.7%	-10.0%
COc1ccc2c3c([nH]c2c1)C(C)=NCC3	3.0%	-0.5%	-3.7%	16.1%	?	1.1%	i	-33.5%	6.3%
CC1(C)COC(Nc2cccc(Cl)c2)=N1	-2.6%	-0.8%	1.6%	3.6%	-7.8%	-0.4%	i	1.4%	7.1%
Cc1ccccc1NC(=S)NC(NC(=O)CF)C(Cl)(Cl)Cl (stereo unspecified)	1.2%	-0.7%	-7.3%	-2.9%	-27.5%	-2.6%	i	6.0%	35.3%
O=C1CCCN1C(=O)c1cncc(Br)c1	-10.0%	0.5%	-6.5%	-11.8%	1.1%	-3.1%	i	27.4%	-5.7%
CCOC(=O)C1C(=O)N(C)C2(C)CC1c1cc(OC)ccc1O2 (stereo unspecified)	3.9%	1.5%	1.6%	3.2%	-0.2%	-1.3%	i	-10.5%	-8.2%
O=C(CNC1CCCC1)Nc1ccc(N2CCCCCC2)cc1	2.6%	-0.9%	-4.7%	-8.8%	-3.5%	0.0%	i	-36.0%	-22.0%
Cc1cc(C)[n+](C2C3CC4CC(C3)CC2C4)o1 (stereo unspecified)	-3.4%	-0.9%	4.5%	0.7%	-0.5%	1.9%	i	·	-38.5%
CC(Cc1ccccc1)[n+]1cc(/N=C(\[O-])N(C)C)on1 (stereo unspecified)	1.2%	·	8.3%	13.7%	0.7%	-1.0%	·	-11.9%	-15.8%
COc1ccc2[nH]c(C)c(CCN3CCC(=O)C(C)C3C)c2c1 (stereo unspecified)	-7.1%	-0.4%	0.0%	16.5%	-4.5%	1.1%	i	25.5%	2.0%
COc1ccc(-n2nc(C(=O)NCC(=O)N3CCC4(CC3)OCCO4)c3ccccc3c2=O)cc1Cl	-2.4%	-0.4%	-4.0%	-74.9%	5.6%	-0.2%	·	-5.8%	-37.8%
CC(O)(CS(=O)(=O)c1ccc(F)cc1)C(=O)Nc1ccc(C#N)c(C(F)(F)F)c1 (stereo unspecified)	-1.1%	-0.6%	·	5.9%	8.0%	-0.8%	i	14.5%	2.2%
O=c1c2ccccc2ncn1-c1ccc([N+](=O)[O-])c(C(F)(F)F)c1	6.8%	-1.2%	-11.1%	5.9%	-4.9%	-1.5%	i	-1.7%	-30.1%
O=C1NC(=S)N(c2ccccc2F)C(=O)/C1=C\c1cccs1	0.1%	-0.3%	70.3µM*	·	-3.1%	12.5%	i	17.3%	·
O=C(Cc1ccc([N+](=O)[O-])cc1)N1CCN(Cc2ccc3c(c2)OCO3)CC1	27.9%	-0.3%	·	10.7%	-5.2%	-3.4%	·	8.8%	-9.7%
CC12CCCCC1=NC(c1ccc(Br)cc1)N2O (stereo unspecified)	-2.2%	-0.4%	-3.2%	-4.8%	-3.8%	25.4%	i	-18.1%	-12.5%
Cc1ccc(N2Cc3ccccc3C2=N)cc1[N+](=O)[O-]	-3.9%	-1.0%	-4.2%	13.8%	2.8%	0.6%	i	-8.7%	-27.2%
O=P(O)(O)Cc1ccccc1OP(=O)(c1ccccc1)c1ccccc1	-2.5%	·	-1.4%	3.4%	15.1%	4.2%	·	19.2%	-10.0%
Cc1ccc(C2(O)CCN3CCCCC32)cc1 (stereo unspecified)	-3.0%	-0.6%	0.8%	-4.0%	0.5%	0.1%	i	-35.8%	5.5%
COc1ccc(-c2n(Cc3ccccc3)c3ccccc3[n+]2Cc2ccccc2)cc1	·	-1.3%	6.3%	9.35µM*	-12.1%	-0.3%	i	-60.3%[20 µM]	4.23µM*
CCOC(=O)CSc1ccc(C(=O)N2CCC3(CC2)OCCO3)cc1[N+](=O)[O-]	-4.3%	0.4%	-5.2%	8.9%	5.3%	-1.6%	·	17.6%	-8.8%
COc1ccc(Cc2nccc3cc(OC)c(OC)cc23)cc1OC	0.8%	-0.5%	2.9%	27.4%	-0.4%	-1.6%	i	-4.8%	45.4%
CC1CCC(N(C)C2CCN(C)CC2)CC1 (stereo unspecified)	-2.3%	-0.4%	-7.8%	-2.7%	5.5%	0.1%	·	2.8%	-3.3%
COc1cc2c(cc1OC)C(C(=O)NC(C)C)C1CCCCN1C2=O (stereo unspecified)	5.8%	-0.1%	-3.0%	-8.7%	3.4%	-2.5%	i	6.5%	9.5%
CC1CCCC(C)N1/N=C/c1c[nH]c2ccc(Br)cc12 (stereo unspecified)	-5.0%	-1.4%	2.2%	7.3%	-3.2%	-0.6%	i	-10.5%	-27.9%
O=S(=O)(NC1CCCCCCC1)OCC(Cl)(Cl)Cl	-3.7%	-1.5%	-5.5%	13.2%	5.7%	1.8%	·	11.8%[20 µM]	28.3%
C=CCn1c(O)c(C(C)=Nc2cccc(C(F)(F)F)c2)c(=O)[nH]c1=O	2.2%	1.3%	-12.2%	8.4%	14.4%	1.5%	i	39.1%	-11.4%
CNP1(NC)=Nc2nn(-c3ccccc3)c(N)c2C(c2ccccc2)=N1	2.5%	-0.6%	0.7%	0.1%	-1.9%	-1.1%	i	-7.2%	-6.1%
C=CCn1c(O)c(/C=C2/C=c3ccccc3=N2)c(=O)[nH]c1=S	1.5%	-1.0%	-21.7%	8.7%	-5.9%	19.5%	·	-36.1%[20 µM]	37.8%
CN1C2C=C(N(C(=O)c3ccc(Cl)cc3)c3ccccc3)CC1CC2 (stereo unspecified)	-4.8%	-0.1%	-0.7%	8.3%	0.8%	2.1%	i	16.5%	7.6%
Cc1ccnc(NS(=O)(=O)c2ccc(N=Cc3c(O)n(C)c(=O)n(C)c3=O)cc2)n1	3.1%	-0.3%	-63.2%	4.8%	2.9%	27.3%	i	2.7%	-38.0%
CC(=O)n1cc(C=C2C(=O)NC(=O)NC2=O)c2ccccc21	-3.2%	-0.3%	42.8µM*	10.1%	50.9%	-0.4%	·	4.1%	-6.0%
CCc1ccc(N2C(=O)NC(=O)C(CCc3ccncc3)(CCc3ccncc3)C2=O)cc1	1.2%	-0.4%	0.7%	16.5%	2.8%	3.7%	i	6.1%	13.8%
Cc1cc2ccccc2c(=O)n1CC(=O)NCC(=O)N1CCC2(CC1)OCCO2	1.8%	0.9%	0.0%	-9.7%	5.5%	-1.2%	i	3.5%	-23.8%
Cn1c(O)c(/C=C2\C=Nc3ccccc32)c(=O)n(C)c1=O	-3.5%	-0.1%	-15.9%	11.5%	13.2%	17.3%	·	-33.0%[20 µM]	3.7%
CN1C(=O)C(=Cc2ccccc2OCc2ccc(Cl)cc2)C(=O)N(C)C1=O	4.1%	-0.4%	5.4%	-31.6%	2.6%	6.7%	i	-20.5%	-30.9%
O=C1CN=C(c2ccc(Br)cc2)c2c(sc3c2CCCC3)N1CCN1CCCCC1	1.0%	-1.9%	-9.3%	13.0%	-22.9%	-1.4%	i	-17.0%	6.9%
O=[N+]([O-])NC1=NCN(Cc2ccco2)CN1Cc1ccco1	-0.6%	-0.2%	-4.4%	3.4%	1.2%	-4.1%	i	-2.8%	47.2%
COCc1cc(OC(=O)N(C)C)nc(-c2ccccc2)n1	1.7%	0.2%	·	4.1%	4.4%	0.5%	i	-32.1%	-5.4%
C=CCOC(=O)C1=C(C)OC(N)=C(C#N)[C@@]12C(=O)N(CC(N)=O)c1ccccc12	-6.5%	0.1%	0.8%	14.9%	-6.4%	3.0%	i	-3.5%	-9.7%
S=C1CN=C(c2ccccc2)c2cc(Cl)ccc2N1	-1.4%	-0.3%	-1.6%	-11.4%	-1.2%	-2.2%	i	-19.4%	-12.2%
CCOP(=O)(OCC)C(NC(=O)c1cccc(C)c1)C(Cl)(Cl)Cl (stereo unspecified)	-4.4%	0.2%	-0.8%	8.5%	-17.4%	-1.0%	i	-15.2%	-7.2%
C1CNC2NCCNC2N1 (stereo unspecified)	·	0.8%	-7.0%	1.6%	-0.6%	-1.3%	i	7.5%	2.9%
COc1ccccc1N1CCN(CCc2ccccc2)CC1	2.0%	-0.4%	7.3%	-29.5%	3.0%	0.1%	·	-26.7%[20 µM]	-9.6%
O=C1NC(=S)N(C2CC2)C(=O)/C1=C/c1ccc2c(c1)CCN2CCCCl	3.6%	-0.1%	·	6.5%	46.9%	34.9%	i	24.9%	25.6%
CC(C)c1ccc(N2C(=O)NC(=O)/C(=C/c3cnc(-c4ccccc4)nc3)C2=O)cc1	-3.7%	-0.3%	16.1%	23.5%	1.7%	35.7%	i	15.0%	10.7%
O=C(NC(Oc1ccccc1)C(Cl)(Cl)Cl)c1ccccc1 (stereo unspecified)	8.0%	0.2%	-7.2%	1.6%	-0.3%	-1.3%	i	2.1%	10.8%
O=C(COc1ccccc1)N1CCN(CC(O)COc2ccccc2)CC1 (stereo unspecified)	-2.7%	-0.6%	-3.9%	-19.5%	-3.9%	-0.3%	i	23.8%	-20.3%
CCC(=NCCO)c1c(O)n(-c2ccccc2)c(=O)[nH]c1=O	-0.5%	-0.1%	-3.4%	0.6%	2.0%	0.3%	i	10.0%	11.4%
O=C1C2CCCN2C(c2ccncc2)N1c1ccc(Cl)c(Cl)c1 (stereo unspecified)	1.5%	-0.2%	-1.6%	-9.5%	-0.2%	-1.9%	i	22.2%	-22.3%
CCCCOc1ccc(CN2CCN(CC)CC2)cc1	3.2%	-0.1%	-3.4%	-7.1%	2.9%	3.1%	i	12.7%	-42.3%
O=C(NCc1ccccn1)c1ccccc1Cl	-1.7%	0.5%	-5.5%	-8.1%	0.6%	-1.3%	i	-40.3%	15.3%
CCn1c(NN=O)nc2ccccc21	·	?	-9.3%	6.5%	-7.4%	-1.7%	i	6.1%[20 µM]	-15.3%
O=C(CN1CC=C(c2ccccc2)CC1)Nc1cc(Cl)ccc1Cl	1.9%	0.2%	-12.4%	-20.5%	1.7%	-2.1%	i	-25.2%	-13.9%
COc1cccc(CNCCc2c[nH]c3ccccc23)c1OC	4.2%	-0.1%	-4.4%	-1.6%	6.3%	-1.7%	i	14.8%	-29.5%
C=CCn1c(O)c(C(C)=NCCC2=CCCCC2)c(=O)[nH]c1=O	1.1%	-0.5%	4.4%	12.4%	5.8%	1.2%	i	-2.0%	3.1%	Dengue-2 NS5 capping pilot replicate=2.7
